PostGolgi ctrl: inhibits growth of the yeast control strain; actives 5% (n = 98,000); efflux-deficient yeast background strain, growth absorbance A615, 16 h; AID 738; inhibition, % at 10 µM; in the data active = inhibition above about 30%
sEH activator: increases human soluble epoxide hydrolase activity; P34913; purified human sEH enzymatic activity, activator screen; activation, % at 2 µM; actives 0.04% (n = 91,000); AID 717; in the data active = activation above about 37%; note: values of inactives mirror those of a sister screen read the other way
Target sequence (P34913 whole entry, looked up): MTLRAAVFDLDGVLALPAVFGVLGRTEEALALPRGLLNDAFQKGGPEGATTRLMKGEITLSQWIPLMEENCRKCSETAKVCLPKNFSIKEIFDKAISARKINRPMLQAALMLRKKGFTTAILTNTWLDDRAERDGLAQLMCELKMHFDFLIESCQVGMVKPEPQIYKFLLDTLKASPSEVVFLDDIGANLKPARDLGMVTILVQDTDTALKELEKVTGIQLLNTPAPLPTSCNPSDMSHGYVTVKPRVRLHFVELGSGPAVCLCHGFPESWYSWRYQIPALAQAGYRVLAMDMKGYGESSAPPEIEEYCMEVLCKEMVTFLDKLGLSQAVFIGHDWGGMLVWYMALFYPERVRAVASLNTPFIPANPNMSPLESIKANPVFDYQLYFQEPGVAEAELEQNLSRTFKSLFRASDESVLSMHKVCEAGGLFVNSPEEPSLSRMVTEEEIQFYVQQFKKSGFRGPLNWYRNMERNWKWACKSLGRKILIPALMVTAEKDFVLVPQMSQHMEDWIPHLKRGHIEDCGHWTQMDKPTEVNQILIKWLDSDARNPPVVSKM
Lung fibro prol: blocks proliferation of human lung fibroblasts; LL 47 human lung fibroblast viability, ATP luminescence; stronger effect = lower value; viability, % at 10 µM; actives 1.1% (n = 85,000);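 active = viability at or below 50% in the single dose screen; inactive = viability above 50%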;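 note: compound exposure lasted 72 h before the ATP readout; 100% = median luminescence of untreated cell-only wells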
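Times – overnight cell rest, 72 h compound treatment at 37 °C · Test system – human lung fibroblast line LL 47, low passage · Amount – 1,150 cells in each well · Controls – cell-only wells, no compound · Doses – 0.1% DMSO in all compound wells · Measured by – CellTiter-Glo luminescence · Buffer or medium – IMEM plus 15% FBS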
HUVEC inhibit: human endothelial cell proliferation inhibition; HUVEC proliferation, CellTiter-Glo luminescence, 72 h; stronger effect = lower value; viability, % at 10 µM (by protocol); actives 1.1% (n = 86,000);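 active = viability at or below 30%; inactive = viability above 30%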;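 note: 100% = median luminescence of DMSO-only cell control wells on each plate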
S1P2 ag: activates the human S1P2 receptor | O95136 | S1P2-expressing cell line, agonist reporter read-out | activation, % at 4.5 µM | actives 0.46% (n = 97,000); in the data active = activation above about 16%;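 note: 0% = vehicle low control and 100% = maximal reference agonist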
Target sequence (O95136 whole entry, looked up): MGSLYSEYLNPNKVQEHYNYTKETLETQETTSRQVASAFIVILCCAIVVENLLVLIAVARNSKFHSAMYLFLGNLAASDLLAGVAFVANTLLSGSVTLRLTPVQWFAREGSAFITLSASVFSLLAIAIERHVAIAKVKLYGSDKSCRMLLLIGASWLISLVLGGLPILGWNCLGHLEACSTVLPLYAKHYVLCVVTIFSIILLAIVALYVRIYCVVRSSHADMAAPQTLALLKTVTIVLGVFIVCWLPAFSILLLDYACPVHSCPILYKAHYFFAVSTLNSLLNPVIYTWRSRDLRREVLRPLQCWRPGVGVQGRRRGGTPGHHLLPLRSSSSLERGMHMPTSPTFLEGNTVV
S1P2 blocker: antagonists of human S1P2 receptor | O95136 | actives 0.21% (n = 97,000) | cell-based S1P2 antagonist assay, inhibition at 5 uM | inhibition, % at 5 µM; in the data active = inhibition above about 45%;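 note: CRE beta-lactamase reporter cells expressing human S1P2 stimulated with S1P; 0% = agonist at EC80 alone and 100% = agonist plus reference antagonist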
LYP act: LYP (human) phosphatase activation; recombinant LYP, DiFMUP fluorescence; 0 = plate median, 100 = signal doubled; actives 0.11% (n = 96,000); AID 697; Q9Y2R2; activation, % at 2 µM;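 active = activation at 2 µM above a set limit, the mean plus 5 SD, cut at about 37% in these data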
sEH inh: soluble epoxide hydrolase (human) inhibition; recombinant human sEH enzymatic activity assay; inhibition, % at 2 µM; actives 0.34% (n = 91,000); in the data active = inhibition above about 80%; note: values of inactives mirror those of a sister screen read the other way; many of its hits are not listed in these tables
H69AR growth 86K: blocks growth of human H69AR lung tumor cells; H69AR lung tumor viability, ATP luminescence, 72 h; stronger effect = lower value; viability, % at 10 µM; actives 6% (n = 85,000); AID 598;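 active = viability at or below 40%; inactive = viability above 40%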;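 note: multidrug resistant small cell line overexpressing MRP-1 efflux transporter; 100% = mean luminescence of untreated control wells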
* hit, by the source's call; · = not tested or not shown. These rows are one share of the data, so the mix of outcomes need not match the whole.

SMILES | PostGolgi ctrl | sEH activator | Lung fibro prol | HUVEC inhibit | S1P2 ag | S1P2 blocker | LYP act | sEH inh | H69AR growth 86K
Nn1c(Cc2cccc3ccccc23)nnc1SCC(=O)N1CC(=O)Nc2ccccc21 | 2 | 26 | 105 | 92 | -7 | 0 | -8 | -24 | 93
CN(C)CCNc1ncnc2c1cnn2-c1ccc(Cl)cc1 | 1 | · | 76 | 57 | -5 | 14 | 6 | · | 76
Cc1cc(NC(=O)c2cccc(F)c2)ncc1NC(=O)c1ccco1 | 2 | 3 | 90 | 83 | 1 | -15 | 4 | -1 | 82
Cc1ccc(NCc2nnc(SCC(=O)Nc3ccccc3)n2CC2CCCO2)c(C)c1 (configuration not stated) | 2 | -4 | 97 | 103 | -4 | -19 | 2 | 4 | 95
O=C(Nc1ccccc1O)c1ccccc1O | 9 | -5 | 93 | 79 | -10 | 19 | -3 | 6 | 89
COc1cc(C(=O)Nc2cccc3ncccc23)cc(OC)c1OC | 3 | · | 99 | 90 | · | · | · | · | 82
CCCS(=O)(=O)N1CCC(C(=O)NCCc2ccc(C)cc2)CC1 | 9 | · | 104 | 93 | -6 | 19 | -13 | · | 102
O=C(CNc1cccc(Cl)c1)c1ccc(Cl)cc1 | 17 | 11 | · | · | -12 | 11 | 0 | -10 | ·
COc1cc2c(cc1OC)CN(C(=O)CCCOc1ccc(Cl)cc1Cl)CC2 | 38* | 6 | 103 | 107 | -3 | -5 | -5 | -5 | 96
Nc1nc(-c2cccnc2)nc(N2CCCCC2)n1 | 6 | 27 | 103 | 103 | -3 | -15 | 2 | -28 | 87
CCOC(=O)CSc1nnc2cc(C)c3ccccc3n12 | · | -4 | 93 | 84 | -2 | 11 | -1 | 4 | 93
CCn1cc(C(=O)NCCCN2CCC(C)CC2)c2cc(OC)c(OC)cc2c1=O | -3 | 8 | 90 | 109 | 2 | 16 | -5 | -6 | 96
CCOC(=O)c1c(NC(=O)Cn2nnc(-c3ccc(Cl)cc3)n2)sc(CC)c1C | 9 | -4 | 105 | 100 | -2 | -17 | -15 | 3 | 113
CCOc1ccccc1NC(=O)c1cnc2n(c1=O)CCS2 | 7 | 12 | 99 | 93 | -5 | -8 | 6 | -13 | 88
[N-]=[N+]=CC(=O)c1ccnc(C(=O)C=[N+]=[N-])c1 | 11 | · | 107 | 98 | -9 | -2 | 1 | · | 86
COc1ccc(Br)cc1S(=O)(=O)N1CCN=C1C | 3 | -2 | 96 | 90 | -4 | 11 | -4 | 2 | 97
O=C(Cn1cc2c(n1)CCCC2)NC1CCN(Cc2ccccc2)CC1 | 12 | -11 | 103 | 99 | 0 | -17 | -2 | 10 | 99
O=C(CN(CC1CCCO1)C(=O)Cn1nnc(-c2ccc(F)cc2)n1)NC1CCCCC1 (configuration not stated) | 2 | 7 | 110 | 109 | 0 | 7 | 4 | -9 | 89
CCn1c(=O)c2cc(S(=O)(=O)NC3CCCCC3)ccc2n(CC)c1=O | 24 | 5 | 105 | 89 | -3 | -9 | -2 | -8 | 93
CCOC(=O)c1cc2oc(C(c3nnnn3C3CCCCC3)N3CCOCC3)cc2[nH]1 (configuration not stated) | 14 | -14 | 94 | 75 | 2 | -10 | 7 | 17 | 9.8*
Cc1cccc(CSc2nnnn2-c2ccccc2)c1 | 10 | -2 | 101 | 110 | -2 | 8 | 15 | -1 | 91
C#CCOc1ccc2c(C)cc(=O)oc2c1 | 20 | 6 | 104 | 102 | -6 | 4 | -2 | -8 | 101
CCC(C)(C)n1nnnc1C(c1cc2ccc(OC)cc2[nH]c1=O)N1CCc2ccccc2C1 (configuration not stated) | 10 | 9 | 76 | 75 | 2 | -4 | 6 | -11 | 81
CCOC(=O)CCSc1nc(C)c2ccccc2n1 | 16 | 11 | 96 | 106 | 0 | 17 | -3 | -11 | 97
Cc1c[nH]c2cccc(OCC(O)CNC(C)(C)C)c12 (configuration not stated) | -6 | 8 | 100 | 104 | -2 | -1 | 1 | -4 | 88
COc1cc(C(=O)Nc2oc(-c3ccccc3)c(-c3ccccc3)c2C#N)cc(OC)c1OC | 7 | · | 86 | 70 | · | · | · | · | 60
Cc1ccc(S(=O)(=O)n2nc(OC(=O)C(C)(C)C)cc2N)cc1 | 0 | -6 | 105 | 83 | -3 | 5 | -5 | 4 | 81
CN(C)C=C1C(=O)c2ccccc2C1=O | 6 | -4 | 94 | 79 | -2 | -17 | 0 | 5 | 72
CCCSc1nnc2nc(C)cc(C)n12 | 11 | 5 | 96 | 108 | -7 | -7 | -13 | -6 | 101
COc1ccc(CC(=O)Nc2sc(Cc3ccccc3)c(C)c2C(N)=O)cc1 | -5 | 9 | · | · | -7 | 7 | -3 | -10 | ·
Cc1cccc(C)c1NC(=O)CC(NCc1ccco1)C(=O)O (configuration not stated) | 10 | -7 | 93 | 98 | -5 | -1 | 8 | 6 | 91
O=C(C1CCN(S(=O)(=O)c2ccc(F)cc2)CC1)N1CC=C(c2ccccc2)CC1 | 9 | · | 93 | 93 | · | · | · | · | 77
CCN(CC)C(=O)N1CCc2ccccc2C1CN1C(=O)c2ccccc2C1=O (configuration not stated) | · | 2 | 102 | 96 | 1 | 11 | -10 | -2 | 77
COc1ccccc1CNC(=O)C(C)NS(=O)(=O)c1ccccc1 (configuration not stated) | 3 | 6 | 103 | 92 | -2 | -1 | 5 | -7 | 81
O=C(CCN1CCCCCC1)Nc1cccc(F)c1 | 4 | 0 | 98 | 95 | -4 | 6 | -2 | 1 | 87
O=C(O)c1ccc2c(c1)N(Cc1ccccc1F)C(=O)c1ccccc1S2=O (configuration not stated) | 2 | 6 | 108 | 94 | -5 | 2 | 8 | -6 | 91
COc1cccc(C(=O)CN(C(=O)c2ccc(Cl)c(Cl)c2)N2C(=O)C3CCCCC3C2=O)c1 (configuration not stated) | 17 | -1 | 95 | 105 | -1 | -37 | 1 | 3 | 111
COCCCNC(=O)c1c(-c2ccccc2)noc1C | 1 | 23 | 95 | 103 | -2 | 8 | 2 | -23 | 98
COc1ccc(S(=O)(=O)Nc2c(C(=O)O)[nH]c3ccccc23)c(OC)c1 | 13 | -9 | 95 | 90 | -7 | 12 | -1 | 8 | 93
Cc1ccc(S(=O)(=O)N/N=C\c2cccnc2)cc1 | 3 | -1 | · | · | -4 | 0 | 8 | 5 | ·
CCSc1nc(O)c(Cc2ccccc2)c(=O)[nH]1 | 4 | 1 | 101 | 88 | -4 | -3 | -5 | -3 | 110
O=C(c1ccc(-n2cnnn2)cc1)N1CCCCC1 | · | -5 | 106 | 93 | -5 | 7 | 24 | 4 | 93
COc1ccccc1NC(=O)Cn1c(=O)sc2ccccc21 | 10 | 3 | 96 | 97 | -1 | -12 | 2 | 0 | 87
CCN(CC)c1ccc(C=Nc2ccc(C)cc2)c(O)c1 | · | -3 | 100 | 70 | -1 | -39 | 1 | 3 | 78
O=C(Nc1nc2c(s1)COc1ccccc1-2)c1cccs1 | 8 | 13 | 89 | 67 | -7 | 1 | 7 | -9 | 71
CCn1c(SCc2cc(=O)[nH]c3ccccc23)nc2c1c(=O)n(C)c(=O)n2C | · | 6 | 88 | 94 | 8 | -8 | -4 | -8 | 84
Cc1onc(-c2ccccc2Cl)c1C(=O)Nc1nn[nH]n1 | -7 | · | 98 | 109 | · | · | · | · | 74
CCc1cc2c(C)cc(=O)oc2cc1OC(=O)C1CCCN1C(=O)OC(C)(C)C (configuration not stated) | 20 | -64 | 98 | 99 | -5 | -2 | 1 | 64 | 83
COCc1nc(-c2ccc(-c3ccc(C)cc3)nc2OC)no1 | 9 | · | 88 | 62 | -2 | -35 | -4 | · | 83
COc1cccc(C2c3c(oc4cc(C)c(C)cc4c3=O)C(=O)N2CCCN(C)C)c1 (configuration not stated) | 7 | -1 | 98 | 98 | 0 | -30 | 2 | 0 | 89
CC(C)OC(=S)N/C(=N\S(=O)(=O)c1ccccc1)c1ccccc1 | 8 | -13 | · | · | -1 | -17 | -5 | 14 | ·
CCc1ccccc1NC(=O)CSc1nnc([C@@H](NC(=O)OC(C)(C)C)C(C)C)o1 | 3 | · | 103 | 101 | -4 | 13 | 2 | · | 98
CCCc1cc2c(=O)c(-c3ccc4c(c3)OCCO4)coc2cc1OC(=O)c1ccco1 | 6 | 12 | 86 | 74 | -5 | 3 | -5 | -8 | 40*
COc1cccc(NC(=O)c2ccccc2-c2nc(-c3ccc(Cl)cc3)no2)c1 | 35* | -8 | 82 | 78 | -6 | 9 | 11 | 5 | 70
COc1cc(NC(=O)c2ccco2)c(OC)cc1NC(=O)CCC(=O)Nc1cc(C)cc(C)c1 | 8 | 5 | 95 | 76 | -3 | -3 | -4 | -5 | 95
O=C(OCn1nnc2ccccc2c1=O)c1cccnc1Cl | 2 | -4 | 100 | 96 | -3 | -13 | 0 | 5 | 93
Cn1c(SCc2cnc(-c3ccccc3)s2)nnc1C1COc2ccccc2O1 (configuration not stated) | 13 | -19 | 89 | 100 | -6 | 18 | -7 | 18 | 93
CC(C)NC(=O)CSc1ccccc1C(=O)NCc1ccc2c(c1)OCO2 | 8 | 9 | 101 | 92 | -4 | -1 | 1 | -6 | 97
COC(=O)c1ccc(OC(=O)c2nn(C)cc2Cl)c(OC)c1 | 1 | · | 98 | 92 | · | · | · | · | 88
CC(C)CC(C(=O)OCC(=O)Nc1ncc(Cl)cc1Cl)N1C(=O)c2ccccc2C1=O (configuration not stated) | 18 | -1 | 93 | 98 | -2 | 15 | 1 | 3 | 94

Part of the list above in order of count of non-hydrogen atoms, rising.
SMILES | PostGolgi ctrl | sEH activator | Lung fibro prol | HUVEC inhibit | S1P2 ag | S1P2 blocker | LYP act | sEH inh | H69AR growth 86K
CCCSc1nnc2nc(C)cc(C)n12 | 11 | 5 | 96 | 108 | -7 | -7 | -13 | -6 | 101
CCSc1nc(O)c(Cc2ccccc2)c(=O)[nH]1 | 4 | 1 | 101 | 88 | -4 | -3 | -5 | -3 | 110
CN(C)CCNc1ncnc2c1cnn2-c1ccc(Cl)cc1 | 1 | · | 76 | 57 | -5 | 14 | 6 | · | 76
Cc1cccc(C)c1NC(=O)CC(NCc1ccco1)C(=O)O (configuration not stated) | 10 | -7 | 93 | 98 | -5 | -1 | 8 | 6 | 91
CC(C)NC(=O)CSc1ccccc1C(=O)NCc1ccc2c(c1)OCO2 | 8 | 9 | 101 | 92 | -4 | -1 | 1 | -6 | 97
CCOC(=O)c1cc2oc(C(c3nnnn3C3CCCCC3)N3CCOCC3)cc2[nH]1 (configuration not stated) | 14 | -14 | 94 | 75 | 2 | -10 | 7 | 17 | 9.8*
COc1cc(C(=O)Nc2oc(-c3ccccc3)c(-c3ccccc3)c2C#N)cc(OC)c1OC | 7 | · | 86 | 70 | · | · | · | · | 60

The listing continues:
SMILES | PostGolgi ctrl | sEH activator | Lung fibro prol | HUVEC inhibit | S1P2 ag | S1P2 blocker | LYP act | sEH inh | H69AR growth 86K
CC(C)(C)NC(=O)C(c1ccccc1)N(C(=O)c1ccco1)C1CC1 (configuration not stated) | 1 | 13 | 96 | 99 | -3 | -6 | 6 | -13 | 102
C/C(N)=C(/C#N)C(=O)CSc1nc2ccc(C)cc2[nH]1 | 11 | · | 102 | 91 | · | · | · | · | 76
CC(C)C(C)NC(=O)CSc1nc2scc(-c3ccco3)c2c(=O)n1-c1ccccc1 (configuration not stated) | 20 | 10 | 88 | 94 | -2 | -23 | 6 | -12 | 78
O=C(c1ccc2c(c1)C(=O)N(Cc1ccco1)C2=O)N1CCOCC1 | -1 | 8 | 110 | 82 | -2 | 23 | 5 | -8 | 97
